Assay outcomes deposited in PubChem by Southern Research Specialized Biocontainment Screening Center.
Dengue-2 NS5 capping – Dengue-2 NS5 methyltransferase inhibitors, primary screen, biochemical, confirmation dose response (AID 588689) | Dengue-2 NS5 methyltransferase capping enzyme assay, biochemical; higher % means a stronger effect | inhibition, % at 25 µM; hits with a dose series show IC50 in µM | 340,000 tested, 0.3% active; in the data active means a potency from the dose series
Dengue-2 NS5 capping pilot replicate – also measured in Dengue-2 NS5 capping; calls as there; inhibition, %; measured here: pilot screen replicate inhibition
Starred values were filed as active, the others as inactive.

SMILES | Dengue-2 NS5 capping | others
C#CCOCCOCCOCCNc1nc(N2CCN(C(=O)[C@H]([C@@H](C)CC)n3cc(CCC(=O)O)nn3)CC2)nc(N2CCN(C(=O)[C@H](CCCCN)n3cc(CCCC)nn3)CC2)n1 | -9%
Cc1ccc(NC(=O)COC(=O)C2(CC(=O)NC(C)C)CCCC2)cc1C | -1%
CCCn1c(N)c(C(=O)COC(=O)CCNS(=O)(=O)c2ccccc2F)c(=O)[nH]c1=O | -5%
CCOc1ccc(/C=C/C(=O)OCC(=O)NCCc2ccc(OCC)c(OCC)c2)cc1OC | 3%
COc1ccc(C(CNC(=O)c2cccc(S(=O)(=O)Nc3ccc(Br)cc3)c2)N(C)C)cc1 (stereo unspecified) | -4%
COc1ccc(/C=C/C(=O)OCC(=O)N2c3ccccc3CC2C)cc1OC (stereo unspecified) | -5%
CCN(CC(=O)Nc1c(F)cccc1F)C(=O)c1ccc(COc2ccccc2)cc1 | -7%
Cc1ccc(S(=O)(=O)N2CCN(C(=O)COC(=O)c3ccc(Cl)nc3)CC2)c(C)c1 | -5%
CC(=O)NS(=O)(=O)c1ccc(NC(=O)[C@@H]2CCCN2S(=O)(=O)c2ccc(Cl)cc2)cc1 | -6%
CCOc1ccc(CCN2C(=O)C(=O)N([C@@H](CC(C)C)CN3CCC[C@@H]3CN3C(=O)C(=O)NC[C@@H]3Cc3ccccc3)C[C@@H]2CC(C)C)cc1 | -8% | Dengue-2 NS5 capping pilot replicate=-2.7
CC(C)C(C)N(Cc1ccc(C(=O)O)cc1)C(=O)c1ccc2ccccc2n1 (stereo unspecified) | 8%
CC(=O)Nc1c(O)c2cccc3c2n(c1=O)CCC3 | 7%
CCc1noc(C)c1C(=O)Nc1nc2ccc(S(C)(=O)=O)cc2s1 | -1%
CC(=O)c1ccc(OCc2cn(CC(=O)c3ccc(O)cc3)nn2)c(C)c1 | -9%
Cc1cccc(NC(=O)COC(=O)C2COc3ccccc3O2)c1C (stereo unspecified) | -2%
Cc1ccc(S(=O)(=O)N2C[C@H]3N(C(=O)OC(C)C)N(C(=O)OC(C)C)C[C@H](OC(=O)NCc4ccccc4F)[C@@]3(O)C2)cc1 | 3%
O=C(c1ccccc1)N(C(=O)c1ccccc1)c1ncnc2c1C(c1ccccc1)c1c(ccc3ccccc13)O2 (stereo unspecified) | -4%
C=CCC[C@@H](Cc1ccc(F)cc1)C(=O)OC[C@@H](NC(=O)[C@@H](CC=C)CC(=O)N[C@@H](CO)Cc1ccccc1)C(C)(C)C | -1%
Cc1ccc(S(=O)C(c2ccccc2)c2ccccc2)cc1 (stereo unspecified) | -3%
CC(NC(=O)CN1C(=O)NC2(CCCCCC2)C1=O)c1ccccc1Cl (stereo unspecified) | -7%
CC1CCC(NC(=O)c2cccc(S(=O)(=O)N3CCN(C)CC3)c2)CC1 (stereo unspecified) | 7%
COc1cc(C(=O)c2ccccc2C(=O)O)c(OC)c2c1CCCC2 | -1%
CN(C)c1ccc2c(c1)C(=NO)c1ccccc1-2 | 0%
COC(=O)c1cn(C)c2ccc(S(=O)(=O)N(C)C3CCCCC3)cc2c1=O | 2%
O=C(/C=C/c1ccc(Cl)cc1)OCC(=O)c1ccc[nH]1 | -6%
O=S(=O)(NCCCCNS(=O)(=O)c1ccc(F)cc1)c1ccc(F)cc1 | 5%
C[C@H](CO)N1C[C@H](C)[C@@H](CN(C)Cc2ccc3cccnc3c2)OCc2cnnn2CCCC1=O | -7%
C[C@H](CO)N1C[C@H](C)[C@@H](CN(C)C(=O)Nc2ccc(C(F)(F)F)cc2)Oc2c(NS(=O)(=O)c3ccc(F)cc3)cccc2C1=O | 2% | Dengue-2 NS5 capping pilot replicate=1.5
O=C(O)c1ccc([N+](=O)[O-])cc1-c1cc([N+](=O)[O-])ccc1C(=O)O | 12%
CC(=O)NC[C@H]1O[C@@H](n2ccc(N)nc2=O)[C@H](O)[C@@H]1O | -9%
Cc1cc(C)n2nc(SCC(=O)NC(=O)c3ccccc3Cl)nc2n1 | -2%
O=C(Nc1ccc(Cl)c(S(=O)(=O)N2CCCCC2)c1)c1ccncc1 | -9%
CN1CCN(C(=O)N(c2ccccc2)c2ccccc2)CC1 | -3%
CC(C)NC(=O)Nc1ccc2c(c1)C(=O)N([C@H](C)CO)C[C@H](C)[C@@H](CN(C)C(=O)Nc1ccccc1)O2 | -6%
Cc1cc(F)ccc1NC(=O)c1ccc(NS(=O)(=O)c2cccs2)cc1 | -5%
CC(C)(O)[C@@H]1CC[C@@](C)(C2CC[C@]3(C)C2[C@H](O)CC2[C@@]4(C)CC[C@H](O)C(C)(C)C4[C@@H](O[C@H]4O[C@@H](CO)[C@H](O)[C@@H](O)[C@@H]4O[C@@H]4O[C@H](CO)[C@@H](O)[C@H](O)[C@H]4O)C[C@]23C)O1 (stereo in doubt) | -4%
COc1ccc(N2CCN(C(=O)COC(=O)c3ccccc3OCc3ccc(F)cc3)CC2)cc1 | -1%
CCCCCC(=O)N1C[C@@H](n2cc(C3CC3)nn2)[C@H](O)C[C@@H]1c1ccc(Cl)cc1 | 3%
O=C(C[C@@H]1C/C=C\C[C@H](Cc2ccc(F)cc2)C(=O)OCCNC1=O)N[C@H](CO)Cc1ccccc1 | -4%
C[C@H](CO)N1C[C@H](C)[C@@H](CN(C)Cc2ccncc2)Oc2c(NC(=O)C3CC3)cccc2C1=O | -2%
C(=NN1CCCCCC1)c1ccccc1 | 6%
O=C(CNS(=O)(=O)c1ccccc1)N/N=C/c1ccncc1 | 0%
O=C1C=C(c2ccc3c(c2)OCO3)C[C@@H](c2ccc(F)cc2)C1 | 0%
O=C(OCc1ccccc1)N1CCC2CC1c1cc(N3CCN(S(=O)(=O)c4cc(Cl)cc(Cl)c4)CC3)ccc12 (stereo unspecified) | -1%
Cc1ccc(OCC(=O)NNC(=O)C2CSC3(C)CCC(=O)N23)cc1 (stereo unspecified) | 8%
Cc1c(NS(=O)(=O)c2cccc(C(=O)N3CCC(C)CC3)c2)c(=O)n(-c2ccccc2)n1C | -10%
COc1cc(C(=O)NCCc2ccc(S(N)(=O)=O)cc2)ccc1OCc1c(C)noc1C | 2%
COc1ccccc1C(=O)NNC(=O)c1csc(N2CCOCC2)n1 | -5%
Cc1cc(OCC(=O)OCC(=O)NCc2ccc3c(c2)OCO3)ccc1Cl | -6%
Cc1ccc(NC(=O)c2oc3ccc(Br)cc3c2C)cc1S(=O)(=O)N1CCOCC1 | 2%
O=C(CCc1nc2ccccc2c(=O)[nH]1)NCCN1C(=O)S/C(=C\c2ccc(Cl)cc2Cl)C1=O | -4%
O=C(CCS(=O)(=O)c1ccc(F)cc1)Nc1nnc(-c2cccs2)o1 | -5%
CN(C)c1ncnc2[nH]ncc12 | 6%
c1ccc2c(c1)[nH]c1c(N3CCSCC3)ncnc12 | 2%
Cc1cccc(NC(=O)CSCC(=O)N(C)Cc2c(F)cccc2Cl)c1 | -7%
Cc1ccc(CN2[C@@H](Cc3ccccc3)C(=O)CS2(=O)=O)cc1 | -6%
COCc1c(C(=O)OCC(=O)N(C)C2CCS(=O)(=O)C2)oc2ccccc12 (stereo unspecified) | 2%
CN(CC(=O)Nc1ccccc1Cl)C(=O)CN1C(=O)C2CCCCC2C1=O (stereo unspecified) | -7%
O=C1c2ccccc2C(=O)N1CC1CO1 (stereo unspecified) | 6%
O=C(c1cccs1)N1CC=C(c2ccccc2)CC1 | 7%

A draw from above in order of count of non-hydrogen atoms, low to high.
SMILES | Dengue-2 NS5 capping | others
O=C(c1cccs1)N1CC=C(c2ccccc2)CC1 | 7%
O=C(CNS(=O)(=O)c1ccccc1)N/N=C/c1ccncc1 | 0%
O=C(OCc1ccccc1)N1CCC2CC1c1cc(N3CCN(S(=O)(=O)c4cc(Cl)cc(Cl)c4)CC3)ccc12 (stereo unspecified) | -1%

The listing continues.
SMILES | Dengue-2 NS5 capping | others
Cc1cn([C@H]2C[C@H](O)[C@@H](CNS(=O)(=O)c3ccc(NS(=O)(=O)N(C)C)cc3)O2)c(=O)[nH]c1=O | -3%
NS(=O)(=O)c1cccc(NC(=O)COC(=O)c2ccccc2C(=O)c2ccccc2)c1 | -9%
COc1ccc(Cn2nnc3ccccc32)cc1 | -2%
O=C(O)CN1C(=O)C=CC1=O | >100µM*
CC(OC(=O)c1cnccn1)C(=O)c1ccccc1 (stereo unspecified) | -13%
COc1ccc([C@H]2CN(c3ccc(OC)cc3)C(=O)[C@@H]2CC(=O)Nc2ccccc2)cc1 | -3%
O=C1[C@H]2[C@@H](C3CC3)N3C(=O)CN(CC4CC4)C(=O)[C@@]3(Cc3ccccc3)[C@H]2C(=O)N1c1ccccc1 | -4%
CCCNC(=O)C(Cc1ccc(I)cc1)NC(=O)c1ccc2ccccc2n1 (stereo unspecified) | -1%
CCn1c(SC(C)C(=O)Nc2ccc(N3CCOCC3)cc2)nnc1-c1ccco1 (stereo unspecified) | -5%
CCOC(=O)c1sc2nc(C)nc(SC(C)C(=O)NC3CC3)c2c1C (stereo unspecified) | 1%
O=C(NCCN1CCOCC1)c1c(O)nc2sccn2c1=O | 2%
Cc1ccc(S(=O)(=O)N(C)CC(=O)Nc2ccccc2N2CCCC2)cc1 | -7%
Cc1cc(C(=O)NNC(=O)c2ccc(C)s2)c(C)o1 | -5%
Cc1nc2ccccc2c(C)c1CC(=O)N(CC(C)C)c1c(N)n(Cc2ccccc2)c(=O)[nH]c1=O | 0%
O=C(O)c1cc(S(=O)(=O)NCCCN2CCCC2=O)ccc1Cl | -9%
CC1=CC(C)C(=O)N(C)C(C)=C1 (stereo unspecified) | -1%
COc1ccc(/C=C2\SC(=O)N(CCCC(=O)Nc3ccc(C(=O)O)cc3)C2=O)cc1 | -1%
Cc1cccn2c(=O)nc(SCC(=O)N3CCCCCC3)nc12 | -1%
CN(C(=O)COC(=O)COc1ccc2ccccc2c1)c1c(N)n(Cc2ccccc2)c(=O)[nH]c1=O | -1%
COc1ccc(N2C(=O)[C@H]3CCC=C[C@H]3[C@@H]2c2ccccc2Br)cc1 | -7% | Dengue-2 NS5 capping pilot replicate=-1.2
C[C@H](CO)N1C[C@H](C)[C@@H](CN(C)S(=O)(=O)c2cccs2)Oc2ccc(NC(=O)Nc3ccc(C(F)(F)F)cc3)cc2C1=O | 0%
O=C(O)C(CCC(C(=O)O)c1ccccc1)c1ccccc1 (stereo unspecified) | 6%
O=C(Nc1ccccc1Br)C1CC(=O)N(c2ccc3c(c2)OCCO3)C1 (stereo unspecified) | -3%
O=C(c1ccco1)N1N=C(c2ccc(Br)cc2)CC1c1ccco1 (stereo unspecified) | -5%
Cc1nnc(N=c2ssnc2Cl)o1 | 14%
CC(=O)NC(CC(=O)Nc1ccc(S(=O)(=O)NC2=NCCCCC2)cc1)c1ccccc1 (stereo unspecified) | 7%
C=CCOc1ccc(C[C@H](N)C(=O)NC[C@H]2O[C@@H](n3cc(C)c(=O)[nH]c3=O)C[C@@H]2O)cc1 | 1%
CC(C)=CCC/C(C)=C/CNC(=O)C[C@H]1C[C@H](C(=O)N(C(C)C)C(C)C)[C@@]2(C)c3[nH]c4cc(CCC(=O)N(C)C)ccc4c3CCN2C1=O | 4% | Dengue-2 NS5 capping pilot replicate=0.0
CCOc1ccccc1OCC(=O)Nc1c(C)n(C)n(-c2ccccc2)c1=O | 1%
CCOCCn1c(=O)c2c(nc3n2CCN3c2ccc(C)cc2)n(C)c1=O | -9%
CC(C)C(=O)Nc1cccc(COc2cccc(CN(Cc3ccccc3)C(=O)OC(C)(C)C)c2)c1 | -12%
CC(OC(=O)CSCC(=O)Nc1ccc(Cl)cc1)C(=O)N(C)Cc1ccccc1 (stereo unspecified) | -1%
CS(=O)(=O)c1ccc2nc(NC(=O)CCNC(=O)c3ccc([N+](=O)[O-])cc3)sc2c1 | -7%
CC1(c2nnc(Cc3ccccc3)o2)CC(c2cccc(F)c2)=NO1 (stereo unspecified) | -1%
Cc1cccc(C(=O)OCC(=O)Nc2ccc3c(c2)OCCO3)c1O | -4%
NC(=O)c1ccc(NC(=O)COC(=O)CC2CC3CCC2C3)cc1 (stereo unspecified) | -1%
COc1cc(NC(=O)COC(=O)c2ccc3ccccc3n2)cc(OC)c1 | -1%
COc1ccc(/C(C)=N/NC(=O)c2cccc(S(=O)(=O)N3CCCC3)c2)c(O)c1 | -6%
COc1cc2cncc(Cc3ccc(Cl)cc3)c2cc1OC | -5%

Of the compounds above, 14 have an aryl methoxy group:
SMILES | Dengue-2 NS5 capping | others
CCOc1ccc(/C=C/C(=O)OCC(=O)NCCc2ccc(OCC)c(OCC)c2)cc1OC | 3%
COc1ccc(C(CNC(=O)c2cccc(S(=O)(=O)Nc3ccc(Br)cc3)c2)N(C)C)cc1 (stereo unspecified) | -4%
COc1ccc(/C=C/C(=O)OCC(=O)N2c3ccccc3CC2C)cc1OC (stereo unspecified) | -5%
COc1cc(C(=O)c2ccccc2C(=O)O)c(OC)c2c1CCCC2 | -1%
COc1ccc(N2CCN(C(=O)COC(=O)c3ccccc3OCc3ccc(F)cc3)CC2)cc1 | -1%
COc1cc(C(=O)NCCc2ccc(S(N)(=O)=O)cc2)ccc1OCc1c(C)noc1C | 2%
COc1ccccc1C(=O)NNC(=O)c1csc(N2CCOCC2)n1 | -5%
COc1ccc(Cn2nnc3ccccc32)cc1 | -2%
COc1ccc([C@H]2CN(c3ccc(OC)cc3)C(=O)[C@@H]2CC(=O)Nc2ccccc2)cc1 | -3%
COc1ccc(/C=C2\SC(=O)N(CCCC(=O)Nc3ccc(C(=O)O)cc3)C2=O)cc1 | -1%
COc1ccc(N2C(=O)[C@H]3CCC=C[C@H]3[C@@H]2c2ccccc2Br)cc1 | -7% | Dengue-2 NS5 capping pilot replicate=-1.2
COc1cc(NC(=O)COC(=O)c2ccc3ccccc3n2)cc(OC)c1 | -1%
COc1ccc(/C(C)=N/NC(=O)c2cccc(S(=O)(=O)N3CCCC3)c2)c(O)c1 | -6%
COc1cc2cncc(Cc3ccc(Cl)cc3)c2cc1OC | -5%

This is a subset, so the mix of outcomes need not match the whole.
